# UGM FP inh: inhibitors of M. tuberculosis UDP-galactopyranose mutase | P9WIQ1 | purified UGM, fluorescence polarization probe displacement | inhibition, % at 10 µM | 320,000 tested, 0.06% active; in the data active means inhibition above about 10%, passing the limit was not always enough
# Target sequence (P9WIQ1 whole entry, looked up): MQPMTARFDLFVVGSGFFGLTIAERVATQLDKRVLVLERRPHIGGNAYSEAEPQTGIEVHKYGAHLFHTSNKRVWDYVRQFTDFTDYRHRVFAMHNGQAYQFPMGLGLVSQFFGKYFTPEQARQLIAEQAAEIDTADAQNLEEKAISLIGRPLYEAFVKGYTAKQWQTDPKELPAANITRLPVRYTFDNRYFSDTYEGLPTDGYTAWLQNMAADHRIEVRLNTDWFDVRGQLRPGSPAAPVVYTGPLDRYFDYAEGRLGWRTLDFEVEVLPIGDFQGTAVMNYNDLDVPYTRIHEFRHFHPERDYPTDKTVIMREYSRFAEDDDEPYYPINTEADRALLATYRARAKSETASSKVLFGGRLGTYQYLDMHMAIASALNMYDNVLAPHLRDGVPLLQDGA
# Rv3671c protease: Rv3671c (M. tuberculosis) protease inhibition; P9WHR9; inhibition, % at 5.96 µM; 320,000 tested, 0.048% active; in the data active means inhibition above about 38%;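 further: extracellular domain of Rv3671c used as enzyme; 0% = enzyme with DMSO and 100% = no enzyme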
# VHR inh abs: inhibitors of human VHR1 phosphatase (DUSP3); P51452; recombinant VHR phosphatase, pNPP absorbance; inhibition, % at 13.3 µM; 290,000 tested, 0.52% active; in the data active means inhibition above about 50%; further: some compounds called inactive have numbers as strong as hits
# Target sequence (P51452 whole entry, looked up): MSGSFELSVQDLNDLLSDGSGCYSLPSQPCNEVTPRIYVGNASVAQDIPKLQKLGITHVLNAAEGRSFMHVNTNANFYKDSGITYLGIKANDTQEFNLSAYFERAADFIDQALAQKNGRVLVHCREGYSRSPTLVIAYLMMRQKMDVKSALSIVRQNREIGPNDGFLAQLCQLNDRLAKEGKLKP
# Starred values were filed as active, the others as inactive. Only part of the results is shown; count on the stated rates, not on these rows.
# Every second line gives: UGM FP inh | Rv3671c protease | VHR inh abs
[1] Cc1sc(/C=C2\C(=O)ON=C2c2ccccc2)cc1Br
 : -0.2 | 3 | 8
[2] NC[C@@]12CCCC1C1CCC2C1 (some centres not stated)
 : 3.0 | -4 | 26
[3] O=[N+]([O-])c1ccc(-c2nnc(S)n2-c2ccccc2)cc1
 : -0.1 | 7 | 87
[4] Oc1c(Br)cc(Br)cc1Oc1ccc(Br)cc1Br
 : 0.7 | -16 | -11
[5] CC[C@H]1OC(=O)C[C@@H](O)[C@H](C)[C@@H](O[C@@H]2O[C@H](C)C[C@H](N(C)C)[C@H]2O)[C@@H](CC=O)C[C@@H](C)C(=O)C=C[C@]2(C)O[C@H]2[C@@H]1C
 : 1.3 | -1 | -9
[6] CCNc1nc(NCC)nc(ON=C(C)C)n1
 : -1.1 | -2 | 27
[7] COc1ccc(O[C@H]2C=C[C@@H](c3ccccc3)O[C@@H]2COC(=O)CC/C(C)=N/OC[C@@H](O)[C@H]2O[C@@H]3OC(C)(C)O[C@@H]3[C@H]2O)cc1
 : 1.1 | -1 | -4
[8] O=C(c1ccc(Cn2c(=S)[nH]c3cc4c(cc3c2=O)OCO4)cc1)N1CCN(c2ncccn2)CC1
 : 1.4 | -3 | 18
[9] CC(OC(=O)c1ccc2ncsc2c1)C(=O)NCc1ccccc1 (configuration not stated)
 : -2.1 | 2 | 14
[10] Cc1ccc(C2C(C#N)=C(N)SC(N)=C2C#N)o1
 : -2.0 | -16 | 22
[11] O=C(Cc1nc2ccccc2s1)c1ccc(O)cc1O
 : 3.6 | -7 | -13
[12] Cc1cc(C)n(C(=O)c2sc3cc(F)ccc3c2Cl)n1
 : 0.5 | 6 | 1
[13] CN(c1ccccc1)c1ccc(/C=c2\s/c(=C(/C#N)C(=O)C(C)(C)C)n(Cc3ccco3)c2=O)cc1
 : -6.2 | -85 | -8
[14] COc1ccc(OC)c(NC(=O)c2ccc3nc(-c4ccccc4)c(-c4ccccc4)nc3c2)c1
 : 0.6 | 4 | 9
[15] COC(=O)[C@H](Cc1ccccc1)NC(=O)O[C@@H]1C(=O)c2cc(Br)ccc2O[C@H]1c1cccc(OC)c1
 : -1.4 | -19 | -7
[16] CCOCC(=O)Nc1cc(C(=O)Nc2cc(C)cc(C)c2)ccc1Cl
 : -1.2 | 2 | 2
[17] Cc1nc2ccc(P(=O)(O)O)cc2s1
 : -3.9 | 4 | 14
[18] COc1ccc(-c2csc(NC(=O)/C(N=Nc3ccccc3)=C(\C)O)n2)cc1
 : 0.2 | -3 | -5
[19] COc1ccc(N2CCN(CCCNS(=O)(=O)c3c(C)noc3/C=C/N(C)C)CC2)cc1
 : 0.8 | 5 | -10
[20] Cc1ccc2c(c1)N/C(=C(\C=C(/Cl)[N+](=O)[O-])[N+](=O)[O-])N2
 : 2.3 | 7 | 19
[21] O=C(Cn1nnc2ccccc2c1=O)NCCc1ccc(F)cc1
 : 0.6 | 8 | -10
[22] CC1CCC(C(C)C)C(OP(=O)(c2ccc(N(C)C)cc2)C(O)c2cccnc2)C1 (configuration not stated)
 : 3.9 | 5 | -5
[23] CCCc1nnc(NC(=O)c2c(O)c3cccc4c3n(c2=O)CCC4)s1
 : 1.5 | -1 | 4
[24] COc1cc(N)c(Cl)cc1C(=O)NC1CN2CCC1CC2 (configuration not stated)
 : -1.5 | -1 | 21
[25] Cc1ccccc1C(C(=O)NC1CCCC1)N(C(=O)CNC(=O)c1ccco1)c1cccnc1 (configuration not stated)
 : 2.4 | -7 | 1
[26] CCOC(=O)C(=Cc1ccc(F)cc1)C(=O)OCC
 : -1.9 | -9 | 34
[27] Cc1ccc(-c2nc(SCC(=O)Nc3ccccc3OC(F)F)c3c(C)c(C(=O)O)sc3n2)cc1
 : -2.2 | -22 | 113*
[28] CC(=O)c1sc(-c2ccccn2)nc1C
 : 0.5 | 1 | 21
[29] O=C1CC(c2ccccc2Br)c2cc3c(cc2N1)CCC3 (configuration not stated)
 : 0.5 | -3 | -6
[30] Cc1cccc(-n2c(-c3cccc([N+](=O)[O-])c3)nc3nc4ccccc4nc32)c1
 : 1.6 | -6 | 15
[31] CC(C)C(NC(N)=O)C(=O)NC1CCCCC1 (configuration not stated)
 : 3.8 | -8 | 22
[32] O=C(O)c1cn(Cc2cccnc2)c(=O)c2ccccc12
 : 0.7 | 0 | 6
[33] CC1=CC2=NC(=O)CC(C)(C(=O)N(CC(=O)NC(C)C)C3CCCC3)N2C=C1 (configuration not stated)
 : 5.4 | -1 | 9
[34] CCN(CC)C(=O)c1ccc2c(c1[N+](=O)[O-])C(=O)c1ccccc1C2=O
 : 1.1 | 11 | 10
[35] CC(=O)Oc1ccccc1C(=O)Nc1ncc([N+](=O)[O-])s1
 : 1.3 | -3 | 21
[36] O=C(N[C@H](C(=O)O)c1ccccc1)C1CCC(Cn2nnc3ccccc3c2=O)CC1 (some centres not stated)
 : -2.8 | 7 | 14
[37] CN1CCN(C(c2cc3cc4c(cc3[nH]c2=O)OCCO4)c2nnnn2C2CCCC2)CC1 (configuration not stated)
 : 0.7 | 0 | 1
[38] N=C(N)N1CCN(Cc2ccccc2)CC1
 : -0.5 | -7 | 0
[39] O=C(Nc1ccc(F)c(F)c1)c1ccc(F)c(S(=O)(=O)N2CCOCC2)c1
 : 2.5 | -5 | 1
[40] CCN(CC)C(=O)[C@]1(c2ccccc2)C[C@@H]1CN
 : -0.3 | 0 | 16
[41] C=C1SC(=Nc2ccccc2Cl)N(C(=O)c2sc3ccccc3c2Cl)C12CCCCC2
 : -0.3 | -1 | 27
[42] Cc1ccc2c(Cl)cc(Cl)c(OCC(=O)Nc3ccc(C)c(S(=O)(=O)N(C)C)c3)c2n1
 : 2.4 | -2 | 3
[43] O=C(NCCO)Nc1ccc2nc(-c3ccco3)c(-c3ccco3)nc2c1
 : 4.9 | 37 | 31
[44] CCOC(=O)c1c(NC(=O)N/N=C/c2ccc(O)c(OC)c2)sc(C(C)=O)c1C
 : -1.9 | -5 | -9
[45] Cn1ccnc1SCC(=O)Nc1ccc2c(c1)OC(F)(F)O2
 : 1.4 | 6 | -1
[46] O=[N+]([O-])c1ccc(C2Oc3ccccc3C3CC(c4ccccc4)=NN32)s1 (configuration not stated)
 : -1.8 | -25 | 8
[47] Cc1cc(=O)n(C)c(=O)n1CCCCCCOc1ccc([N+](=O)[O-])cc1
 : 0.4 | -4 | -4
[48] CCCC(=O)Nc1cc(-c2nnc(OC)c3ccccc23)ccc1N1CCCCC1
 : 2.2 | 3 | 4
[49] Cc1ccc2nsnc2c1NC(=O)c1cccc([N+](=O)[O-])c1
 : -0.3 | -4 | -22
[50] CC(=O)NCC1=C(NC(C)=O)C2CC1C(C)(C)C2C (configuration not stated)
 : 1.0 | -3 | -8

# New compounds follow
# Every second line gives: UGM FP inh | Rv3671c protease | VHR inh abs
[51] c1ccc(C2=Nc3ccccc3SC2c2nc3ccccc3[nH]2)cc1 (configuration not stated)
 : 0.7 | -2 | -24
[52] CC1CN(c2nc3ccccc3nc2C(C#N)C(=O)NC2CCCCC2)CC(C)O1 (configuration not stated)
 : 1.4 | -4 | 4
[53] O=c1c2c3c(sc2nc(N2CCNCC2)n1-c1cccc(Cl)c1)CCCCC3
 : 2.0 | -3 | 4
[54] CC(=O)C1=C(C)NC(SCC(=O)c2ccccc2)=C(C#N)C1c1ccco1 (configuration not stated)
 : -3.1 | -8 | 21
[55] Oc1ccc2c3c1O[C@H]1c4[nH]c5ccccc5c4C[C@@]4(O)C(C2)N(CC2CC2)CC[C@]314
 : 3.3 | 5 | 30
[56] Cc1ccc2c(c1)c1c(n2CC(O)CN2CCOCC2)CCCC1 (configuration not stated)
 : 2.0 | 1 | 18
[57] O=c1cc(-c2c(F)c(F)c(F)c(F)c2F)oc2c(F)c(F)c(F)c(F)c12
 : 0.8 | -39 | 4
[58] Nc1ccc(N2CCCCCC2)cc1
 : 0.2 | -42 | 17
[59] COC(=O)/C=C1\OC(c2ccccc2)=CC1=O
 : 2.6 | 1 | -7
[60] COCCn1c(SCC(=O)Nc2ccc(OC)cc2)nc2c(oc3ccccc32)c1=O
 : -1.2 | 6 | -7
[61] O=C(N/N=C/c1cccnc1)c1ccccc1OCc1ccc(Cl)cc1
 : 0.5 | -8 | 18
[62] CC(=O)c1sc(NC(=O)COc2c(C)cc(Cl)cc2C)nc1C
 : -1.6 | 3 | 23
[63] COc1ccc(N(CC(=O)N/N=C/c2cc3ccc(OC)cc3nc2Cl)S(=O)(=O)c2ccccc2)cc1
 : -1.7 | 10 | -4
[64] O=C(/C=C/c1ccc(Cl)cc1)NC(=S)NN1CCCCC1c1cccnc1 (configuration not stated)
 : -0.5 | -2 | 4
[65] COc1ccc(-n2nc(C(=O)Nc3nc4ccc(OC)cc4s3)c3ccccc3c2=O)c(OC)c1
 : 0.3 | -7 | -8
[66] NC(=O)c1ccc(N=Nc2c(O)c3ccccc3[nH]c2=O)cc1
 : -0.2 | 5 | -7
[67] CCOC(=O)/C(N=Nc1sc(C(=O)OCC)c(C)c1C(=O)OCC)=C(\C)O
 : 0.6 | -7 | 1
[68] CSc1nc(-c2ccco2)nn1S(=O)(=O)c1ccccc1
 : -1.5 | -1 | -12
[69] COc1ccc(CN(C)c2nc(-c3cccnc3)nc3ccccc23)cc1OC
 : -0.6 | 2 | 14
[70] O=C(NC(=S)Nc1ccc2oc(=O)ccc2c1)c1ccc(-c2cccc(Cl)c2Cl)o1
 : -2.1 | 8 | 0
[71] CC(C)CNC(=O)c1ccc(Cl)c(NC(=O)COc2ccccc2)c1
 : 0.9 | -5 | 4
[72] CCCCNC(=O)c1c(N)n(/N=C/c2ccccn2)c2nc3ccccc3nc12
 : 0.9 | 6 | 25
[73] COC(=O)c1ccc(NCC(=O)N2CCCCCC2)cc1
 : -1.3 | -4 | -1
[74] COC(=O)c1[nH]c2cccc(OC)c2c1NC(=O)CCN1CCC(C(N)=O)CC1
 : 3.0 | 2 | -8
[75] Cc1ccc(Cn2c(=N)c(C#N)cc3c(=O)n4cccc(C)c4nc32)cc1
 : 0.8 | -13 | -5
[76] CCOC(=O)c1ccc(NC(=O)C2C3C=CC(O3)C2C(=O)O)cc1 (configuration not stated)
 : 0.6 | 4 | -6
[77] Cc1c(/C=N/NC(=O)c2cccnc2)c2ccccn2c1C(=O)c1ccc(F)cc1
 : 2.0 | -5 | 9
[78] NNC(=O)c1nn(-c2ccccc2)cc1O
 : 0.1 | -15 | 18
[79] CC(Oc1ccc(Br)cc1Br)C(=O)NC1CCCC1 (configuration not stated)
 : -0.7 | -1 | 22
[80] COc1ccc2no[n+]([O-])c2c1
 : -1.6 | 1 | 13
[81] CCCn1c(N/N=C(C)\C=C\c2ccccc2)nc2c1c(=O)[nH]c(=O)n2C
 : -0.5 | -2 | 22
[82] O=C1CCCC/C1=N\Nc1ccc(C2CCCCC2)cc1
 : -2.6 | 0 | 8
[83] C[C@H]1COc2c(C3(N)CC3)c(F)cc3c(=O)c(C(=O)O)cn1c23
 : 2.9 | 5 | -2
[84] Cc1c(NC(=O)CC2NC(=O)NC2=O)c(=O)n(-c2ccccc2)n1C (configuration not stated)
 : -1.7 | 2 | 33
